# SRC3 TRFRET art: flags TR-FRET format artefacts in PPARgamma SRC-3 recruitment agonist screen; TR-FRET ratio at 8 µM; 99,000 tested, 0.39% active; TR-FRET artefact counter-screen, PPARgamma/SRC-3 format; hits give high values; in the data active = TR-FRET ratio above about 2000; also: inactives centre near 1600; reference of the scale not given here
# SRC1 TRFRET art: TR-FRET artefact, counter-screen to PPARgamma/SRC-1 agonist assay; TR-FRET detection artefact counter-screen, emission ratio; hits give high values; TR-FRET ratio at 8 µM; 99,000 tested, 0.34% active; AID 1051; in the data active = TR-FRET ratio above about 2300; also: inactives centre near 1800; reference of the scale not given here
# Active calls of the source: *.
SMILES,SRC3 TRFRET art,SRC1 TRFRET art
COc1ccc(C(C)=O)cc1COC(=O)CNC(=O)c1cc(C)cc(C)c1,1718,1862
CN(C)S(=O)(=O)N(CC(=O)N1CCN(c2ccccc2F)CC1)c1ccccc1,1620,1693
Cc1nc(N2CCOCC2)nc(OCCN(C)C)c1[N+](=O)[O-],1561,1842
COc1ccc(-c2csc(NC(=O)C3CC(=O)N(c4ccc5c(c4)OCCO5)C3)n2)cc1 (centres undefined),1484,1549
O=C(CCN1C(=O)c2cccc3cccc(c23)C1=O)Nc1ccccc1,1442,1890
O=C(NCC1CCCO1)C1CCN(C2CCN(C(=O)Cc3ccsc3)CC2)CC1 (centres undefined),1518,2017
CCOc1ccc(/C=N/N2C(=O)C(CC(=O)Nc3ccc(F)cc3F)SC2=NC)cc1OC (centres undefined),1353,1597
O=C(COC(=O)c1ccc(Cl)s1)c1ccc[nH]1,1421,1863
COc1ccc(-c2[nH]ncc2CN2CCCC(C(=O)c3cccc(OC)c3)C2)cc1 (centres undefined),1488,1745
Cc1ccc(N2C(=O)CC(NNc3nc4ccccc4s3)C2=O)cc1C (centres undefined),1719,1941
CC(C)(O)C#Cc1ccc(C(=O)NCc2ccccc2F)cc1,1380,1676
COc1ccccc1NC(=O)c1ccc(NC(=O)COC(=O)C(C)C)cc1,1625,1690
CCCCOc1ccc(C(=O)NC(=S)Nc2ccc(CN3CCOCC3)cc2)cc1,1661,1822
Cc1cc(OC(=O)C(C)(C)C)c([N+](=O)[O-])c(=O)[nH]1,1499,1830
CCN(CC(=O)Nc1ccc2c(c1)OCO2)Cc1nc2ccccc2c(=O)[nH]1,1635,1969
CCCN1CCC(=NNc2ccc(S(=O)(=O)N(CC)CC)cc2[N+](=O)[O-])CC1,1548,1864
N/C(Cc1ccc(Cl)cc1)=N\OC(=O)Cc1ccc([N+](=O)[O-])cc1,1627,1694
C=CCNC(=O)CC1Nc2c3ccccc3nc(=S)n2C1=O (centres undefined),1471,2103
Cc1cc(C)cc(N(CC(=O)Nc2ccc(-c3nc4ccc(C)cc4s3)cc2)S(C)(=O)=O)c1,1455,1865
CCCCc1ccc(NC(=S)NCc2cccc(OC)c2)cc1,1765,1892

# The final 5 records of the section before come first, to join the parts:
SMILES,SRC3 TRFRET art,SRC1 TRFRET art
CCCN1CCC(=NNc2ccc(S(=O)(=O)N(CC)CC)cc2[N+](=O)[O-])CC1,1548,1864
N/C(Cc1ccc(Cl)cc1)=N\OC(=O)Cc1ccc([N+](=O)[O-])cc1,1627,1694
C=CCNC(=O)CC1Nc2c3ccccc3nc(=S)n2C1=O (centres undefined),1471,2103
Cc1cc(C)cc(N(CC(=O)Nc2ccc(-c3nc4ccc(C)cc4s3)cc2)S(C)(=O)=O)c1,1455,1865
CCCCc1ccc(NC(=S)NCc2cccc(OC)c2)cc1,1765,1892
O=C(CN1CCOCC1)NN=C1CCCCCCCCCCC1,1684,1788
O=C(COC(=O)c1cccc(S(=O)(=O)N2CCc3ccccc32)c1)Nc1ncc(Cl)cc1Cl,1463,2003
CCCCC(=O)NC(NC(=O)CCCC)c1ccc(OCCC)c(OC)c1,1449,1843
Clc1ccc(CN2CCC(Cc3ccccc3)CC2)cc1,1641,1970
COc1ccc(CCNc2oc(-c3cccc4ccccc34)nc2P(=O)(OC)OC)cc1OC,1499,1788
CCN(CC(=O)NCc1cccs1)S(=O)(=O)c1ccc([N+](=O)[O-])cc1,1546,1718
COc1ccccc1C(=O)NC(CCSC)C(=O)NC1CCCCCC1 (centres undefined),1467,1681
CCCCC(=O)NCc1ccc(Cl)cc1,1635,1984
CNc1nc(Nc2ccc(C)c(Cl)c2)nc(N)c1[N+](=O)[O-],1498,1803
O=C(Nc1ccccc1O)c1ccc(NS(=O)(=O)c2cccc3cccnc23)cc1,1340,1787
Cc1nn(C)c(C(=O)N2CCc3ccccc32)c1Br,1612,1676
CSc1nnc(-c2cc(C)on2)n1-c1ccccc1,1656,2000
CCCOC(=O)c1ccc(NC(=O)C(=O)NCC2CCCO2)cc1 (centres undefined),1548,1830
C=CCOc1ccc(/C(O)=C2\C(=O)C(=O)N(CCCOC)C2c2ccncc2)cc1 (centres undefined),1634,1711
O=C(COC(=O)COc1cccc(F)c1)NCCC1=CCCCC1,1798,2189
O=C(c1ccc(F)cc1)N1CCC(n2nnc3ccccc32)CC1,1376,1734
C/C(=N\NC(=O)c1ccc(CSc2nc(C)cc(C)n2)cc1)C1CCCCC1,1713,1658
O=C(NCc1ccccc1)C1CC(=O)N(C2CCCCCC2)C1 (centres undefined),1788,1874
COc1ccc(NC(=O)C(=S)N2CCCC2)cc1,1441,1925
COC(=O)CCC(=O)NNC(=O)Cc1ccccc1,1533,2009
COc1ccc(/C=C/CN2CCCC(CO)(Cc3cccc(Cl)c3)C2)cc1 (centres undefined),1614,1602
COC(=O)C1=CN(C2CCCCC2)C=C(C(=O)OC)C1c1ccc2c(c1)OCO2,1624,1532
CCOC(=O)Cc1csc(SCC(=O)Nc2sc3c(c2C(N)=O)CCC3)n1,1539,2072
Cc1nn(Cc2ccc(Cl)cc2)c(Cl)c1/C=N/NC(=O)CNc1ccccc1F,1703,1841
O=C(CCc1n[nH]c(=O)[nH]c1=O)Nc1cccc([N+](=O)[O-])c1,1607,1946
Cc1cc(C)c2c(N)c(C(=O)C(C)(C)C)sc2n1,1558,1732
COc1ccc(NC(=O)c2cnc3n(c2=O)CCS3)cc1OC,1635,1986
COc1cccc(C2c3[nH]c4ccccc4c3CCN2C(=O)Cn2cncn2)c1OC (centres undefined),1578,1681
COc1ccc(C2NC(=O)C(C#N)=C(S)N2c2ccc(C)cc2)cc1OC (centres undefined),1653,1904
O=[N+]([O-])c1ccccc1NCc1ccccc1Cl,1397,1685
CCOc1ccc(CCNC(=O)C2CCN(c3nn4c(=O)cc(C)nc4s3)CC2)cc1OCC,1349,1810
CC1(c2ccccc2)CC(C)(C)N2C(=O)Cc3cccc1c32 (centres undefined),1496,1762
CC(C)CNC(=O)COc1ccc(Sc2ccc(OCC(=O)NCC(C)C)cc2)cc1,1553,1765
CC(C)c1nc(C(=O)N2CCCC(CCC(=O)N(C)CCc3ccccn3)C2)cs1 (centres undefined),1614,1846
CN1CCN(CC(=O)Nc2ccccc2[N+](=O)[O-])CC1,1506,1824
COC(=O)N/N=C(\C)c1ccc(-n2ccnc2)cc1,1558,2009
O=C1CC2c3ccccc3C1C1C(=O)N(Cc3ccccc3)C(=O)C21 (centres undefined),1452,1838
COc1ccc(C(=O)N2CC3(C)C4CCC3(C)C2(C#N)C4)cc1OC (centres undefined),1709,1725
Cc1ccc(NC(=S)Nc2c(C)n(C)n(-c3ccccc3)c2=O)cc1Cl,1664,1660
Cc1c(NC(=O)c2ccc(S(=O)(=O)N3CC(C)OC(C)C3)cc2)c(=O)n(-c2ccccc2)n1C (centres undefined),1505,1818
O=[N+]([O-])c1cccnc1N1CCN(c2ccc(F)cc2)CC1,1538,1838
CCOC(=O)c1ccc(NC(=S)NCCC2=CCCCC2)cc1,1381,1643
CCCCCCCCCCCCCCCC[n+]1cccc2ccccc21,1576,1666
Cc1cc(C(=O)N/N=C/c2cc(Br)cc(Br)c2OC(=O)c2cccc(F)c2)n[nH]1,1431,1778
Cc1cc(CSc2ccccc2)ccc1NC(=O)c1ccc(CN2CCOCC2)cc1,1446,1678
COCCNC(=S)c1ccc(Br)cc1,1424,1881
COc1cc(/C=N/O)c(Br)cc1OCC(=O)Nc1ccccc1C,1375,1529
S=C(NC1CCCCC1)N1CCN(c2ccccn2)CC1,1430,1568
CCOc1ccc(N/C(SCc2cccc([N+](=O)[O-])c2)=C(/C#N)C(N)=O)cc1,1626,1872
CCOc1cc(/C=C2/NC(=O)NC2=O)cc(Br)c1OCc1ccc(C(=O)O)cc1,1466,1883
# Additional results.
SMILES,SRC3 TRFRET art,SRC1 TRFRET art
Cc1ccc(C2=C/C(=C/c3cccnc3)C(=O)O2)c(C)c1,1634,1774
CCS(=O)(=O)n1nc(-c2ccc(Cl)cc2)nc1N,1587,1660
O=C(NCc1ccco1)C1CCN(c2nnc(-n3cccc3)s2)CC1,1608,1776
NS(=O)(=O)c1cccc(NC(=O)CSc2nn(-c3ccccc3)c(=S)s2)c1,1392,1869
COc1cc(NC(=S)NCc2ccc(S(N)(=O)=O)cc2)c(OC)cc1Cl,1638,1974
Cc1ccc(-c2nn(-c3ccccc3)cc2/C=C/C(=O)O)o1,1686,2025
C=CCNC(=S)NCc1ccc(CNC(=S)NCC=C)cc1,1719,2025
O=C(O)c1ccc2c3c(cccc13)C(=O)N(c1ccccc1)C2=O,1701,1776
COc1cc2c(cc1OC)C(Cc1ccc(O)cc1)NCC2 (centres undefined),1535,1808
CNC(=O)COC(=O)c1ccccc1C(=O)c1ccc(Cl)c([N+](=O)[O-])c1,1588,1871

# Compound profiles, as listed above. Screens in order: SRC3 TRFRET art, SRC1 TRFRET art
# COCCNC(=S)c1ccc(Br)cc1 is entered as 1424, 1881
# CNC(=O)COC(=O)c1ccccc1C(=O)c1ccc(Cl)c([N+](=O)[O-])c1 is entered as 1588, 1871
# CCCOC(=O)c1ccc(NC(=O)C(=O)NCC2CCCO2)cc1 (centres undefined) is entered as 1548, 1830
# CCCCC(=O)NCc1ccc(Cl)cc1 is entered as 1635, 1984
# CCN(CC(=O)Nc1ccc2c(c1)OCO2)Cc1nc2ccccc2c(=O)[nH]1 is entered as 1635, 1969

# (continued)
SMILES,SRC3 TRFRET art,SRC1 TRFRET art
CC(C)n1cc(/C=C2/NC(=O)NC2=O)c2ccccc21,1559,1631
CN(C)c1ccc(/C=[N+](\[O-])C2N(c3ccccc3)C(=S)SC2(C)C)cc1 (centres undefined),1539,1853
Cc1ccc(C(=O)NC2CCS(=O)(=O)C2)cc1S(=O)(=O)N1CCCCCC1 (centres undefined),1365,1605
CCC[C@@H]1C[C@@H](C(=O)N[C@H]([C@@H](C)O)[C@H]2O[C@H](SC)[C@H](O)[C@@H](O)C2O)N(C)C1 (some centres undefined),1571,1421
CCN(CC)S(=O)(=O)c1ccc(C(=O)Nc2ccc3c(c2)OCO3)cc1,1564,1700
COc1ccc(NC(=O)CCN2CCOCC2)c(OC)c1,1659,1719
C#CCNC(=O)C1=C[C@@H](C2CCCCC2)C[C@@H](OCCCCO)O1,1494,1517
O=C(NC1CCCc2ccccc21)C1CCN(S(=O)(=O)c2ccccc2)CC1 (centres undefined),1587,1678
O=C(Cc1ccc(-c2ccccc2)cc1)OCC(=O)N1CCCC1=O,1400,1702
C=CCn1c(COc2ccc(Cl)cc2)nnc1SCC(=O)Nc1ccc(S(N)(=O)=O)cc1,1764,1992
CN(C)CCOCCOc1ccc(Cl)cc1Br,1572,1693
Nc1[nH]n2c(=O)cc(-c3ccccc3)nc2c1N=Nc1ccc(S(N)(=O)=O)cc1,1745,1910
Cc1c(-c2cc(C(=O)O)c3ccccc3n2)cnn1C,1705,1796
Cc1nc(N2N=C(c3ccc(Cl)cc3)CC2c2ccco2)sc1C(=O)N(C)C (centres undefined),1747,1946
CCCn1c(SCC(=O)Nc2cc(Cl)ccc2Cl)n[nH]c1=O,1594,1860
COc1cc([N+](=O)[O-])c(N2CCOCC2)c([N+](=O)[O-])c1OC,1750,1857
CN(C)C(=O)NC(NC(=S)Nc1ccccc1)C(Cl)(Cl)Cl (centres undefined),1595,1819
O=C(Nc1ccc(F)cc1)c1ccc(Cn2cnnn2)cc1,1625,1694
NS(=O)(=O)c1ccc(N/N=C/c2cn(-c3ccccc3)nc2-c2cccs2)c([N+](=O)[O-])c1,1383,1548
CCCOc1ccc(N2CC(C(=O)NCCc3ccc(OC)c(OC)c3)CC2=O)cc1 (centres undefined),1512,1900
CCCOc1ccc(CNC(=S)NCc2ccc(OC(C)C)cc2)cc1,1542,1700
COC(=O)c1ccccc1S(=O)c1snnc1C (centres undefined),1720,1937
CCN(CC)c1nc(Nc2ccccc2)nc(Oc2ccc(=O)n(C)n2)n1,1402,1671
Cc1cccc(C)c1NC(=S)/N=C/N(C)C,1648,1811
COc1ccc(CCNCC2C(Oc3ccc(Cl)cc3)C(=O)N2c2ccccc2C)cc1OC (centres undefined),1612,1896
Cc1ccc(C)c(NC(=O)c2ccccc2Sc2ccc([N+](=O)[O-])cc2Cl)c1,1804,1975
COc1ccc(NS(=O)(=O)c2ccc(O)c(C(=O)OCC(=O)NC(C)C3CC4CCC3C4)c2)cc1 (centres undefined),1641,1808
O=C(O)/C=C/C(=O)N1CCN(c2ccc(F)cc2)CC1,1664,2001
COc1ccc(C(=O)NCCCc2nc3ccccc3n2Cc2cc(C)ccc2C)cc1OC,1471,1627
CCC(=O)Nc1ccc(Nc2nc(Cl)nc(Nc3ccc(NC(=O)CC)cc3)n2)cc1,1425,1561
CC(C)CC(=O)Nc1ccc(N2CCN(S(C)(=O)=O)CC2)cc1,1388,1586
CCOC(=O)C1(Cc2ccccc2C)CCCN(Cc2ccc(NC(C)=O)cc2)C1 (centres undefined),1486,1355
O=C(CSc1nc2ccsc2c(=O)n1CC1CCC(C(=O)O)CC1)c1ccc(F)cc1 (centres undefined),1711,1878
CCOC(=O)c1ccc(Cl)c(S(=O)(=O)N2CCCC2)c1,1473,1573
CS(=O)(=O)CCC(C(=O)n1nnc2ccccc21)N1C(=O)c2ccccc2C1=O (centres undefined),1553,1931
CN1CC(=O)N(CC(=O)Nc2ccc(SC(F)F)cc2)C1=O,1459,1616
CCO[C@@H]1OC(C(=O)O)=C[C@H](C2CCCCC2)[C@H]1CCCO,1421,1654
CCOC(=O)COc1ccc(C2CC(C)=NN2c2ccccc2)cc1 (centres undefined),1541,1726
CCC(=O)NNc1ncnc2ccccc12,1474,1730

# Only part of the results is shown, so the mix of outcomes need not match the whole.
